Compound activity (PubChem)
PPARg SRC-1 ag: PPARgamma agonists recruiting SRC-1 coactivator, primary screen, biochemical | PPARgamma-SRC-1 coactivator recruitment biochemical assay | Peroxisome proliferator-activated receptor gamma (Homo sapiens), P37231 | 200,000 compounds, 0.41% hits | AID 631, 2007 | activation, % at 8 µM; in the data active means activation above about 19%;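 further: 0% = DMSO and 100% = reference agonist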
Target sequence (P37231 whole entry, looked up): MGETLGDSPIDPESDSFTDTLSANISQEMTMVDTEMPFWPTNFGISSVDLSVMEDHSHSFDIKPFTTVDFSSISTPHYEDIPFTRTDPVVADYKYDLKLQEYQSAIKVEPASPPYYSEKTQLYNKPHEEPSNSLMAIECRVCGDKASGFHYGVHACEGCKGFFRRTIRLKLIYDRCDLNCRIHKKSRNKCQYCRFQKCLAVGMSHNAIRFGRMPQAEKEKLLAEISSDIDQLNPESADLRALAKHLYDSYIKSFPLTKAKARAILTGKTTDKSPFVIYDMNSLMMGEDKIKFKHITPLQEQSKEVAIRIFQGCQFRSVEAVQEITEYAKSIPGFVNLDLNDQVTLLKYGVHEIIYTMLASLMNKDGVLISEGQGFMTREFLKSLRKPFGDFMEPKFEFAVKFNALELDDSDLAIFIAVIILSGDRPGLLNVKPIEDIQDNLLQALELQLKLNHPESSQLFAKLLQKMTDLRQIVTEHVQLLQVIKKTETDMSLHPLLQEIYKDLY
TR-FRET SRC-2 ct: TR-FRET signal artefacts, primary screen, artefact control for PPARgamma SRC-2 agonist project, biochemical. 200,000 compounds, 0.4% hits. TR-FRET ratio at 8 µM. TR-FRET artefact counter-screen; stronger effect = higher value; in the data active means TR-FRET ratio above about 2000; further: inactives centre near 1500
G6PDH CS: L. mesenteroides G6PDH inhibitors, counter-screen for G6PDH-coupled screening assays, biochemical, Leuconostoc mesenteroides enzyme; Purified L. mesenteroides G6PDH, diaphorase/resazurin coupled fluorescence, 45 min; inhibition, % at 5 µM; 200,000 compounds, 0.12% hits; in the data active means inhibition above about 50%
S1P3 antag: S1P3 receptor antagonists, primary screen, cell-based; CHO S1P3 NFAT-BLA reporter, FRET fluorescence, antagonist mode; inhibition, % at 4.98 µM; Sphingosine 1-phosphate receptor 3 (Homo sapiens), Q99500; 170,000 compounds, 0.27% hits;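 active means inhibition above the plate cutoff, the mean inhibition of test wells on that plate plus 3 SD, cut at about 28% in these data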;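 further: cells challenged with S1P at its EC80 of 0.8 µM; blue over green emission ratio from cleaved BLA substrate after 4 h stimulation; 0% = S1P-stimulated wells and 100% = unstimulated DMSO-only wells; some compounds past the cut are filed as inactive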
Target sequence (Q99500 whole entry, looked up): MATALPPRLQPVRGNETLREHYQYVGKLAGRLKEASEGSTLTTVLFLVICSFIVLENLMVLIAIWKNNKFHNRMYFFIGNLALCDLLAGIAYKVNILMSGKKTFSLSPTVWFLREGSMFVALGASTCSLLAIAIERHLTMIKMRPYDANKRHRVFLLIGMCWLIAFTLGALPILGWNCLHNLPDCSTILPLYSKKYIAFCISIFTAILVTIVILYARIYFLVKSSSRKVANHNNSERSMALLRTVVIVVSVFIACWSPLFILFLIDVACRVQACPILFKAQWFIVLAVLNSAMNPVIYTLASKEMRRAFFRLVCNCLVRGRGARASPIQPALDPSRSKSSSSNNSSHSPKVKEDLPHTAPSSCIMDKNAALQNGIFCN
Diaphorase inh: diaphorase inhibitors and chemical oxidizers, primary screen, counter-screen for diaphorase-coupled primary assays, biochemical, uHTS, resorufin fluorescence; 190,000 compounds, 0.69% hits; diaphorase resazurin-to-resorufin fluorescence, NADH, 16 min; bacterial (C. kluyveri) enzyme, not human; inhibition, % at 20 µM;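 active means primary screen inhibition at 20 µM above a set limit, cut at about 50% in these data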;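 further: plate controls were DMSO with full reaction for no effect and wells lacking NADH for full effect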
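System: Diaphorase enzyme from Clostridium kluyveri | Amount: Enzyme working solution with 0.14 U/mL diaphorase | Benchmarks: No-NADH positive control and DMSO neutral control | Signal: Fluorescence of resorufin formed from resazurin, Ex 544/Em 590 nm | Schedule: 16-min room-temperature incubation before reading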
PPARg SRC2 recr: agonists of PPARg-SRC-2 recruitment, primary screen, biochemical, HTS | activation, % at 8 µM | Peroxisome proliferator-activated receptor gamma (Homo sapiens), P37231 | PPARgamma LBD-SRC-2 recruitment | 200,000 compounds, 0.34% hits; in the data active means activation above about 22%;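 further: 0% = vehicle and 100% = reference agonist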
PMI activator: activators of human PMI, primary screen, biochemical, fluorescence intensity, near-Km mannose 6-phosphate | Mannose-6-phosphate isomerase (Homo sapiens), P34949 | purified human PMI, coupled resazurin fluorescence, 20 min; stronger effect = higher value; 1 = vehicle control, 0 substrate-free wells | activation factor at 20 µM | 190,000 compounds, 0.005% hits | AID 1214, 2008;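 active means activation factor of 2 or more at 20 µM, relative to plate controls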
PMI act satM6P: human PMI activators, high substrate, primary screen, biochemical, fluorescence intensity, near-saturating mannose 6-phosphate; Mannose-6-phosphate isomerase (Homo sapiens), P34949; coupled PMI enzyme assay, resazurin fluorescence, 20 min; stronger effect = higher value; 1 = untreated enzyme, 0 = substrate-free blank; activation factor at 20 µM; 190,000 compounds, 0.34% hits; AID 1216, 2008;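 active means activation factor of 2 or more at 20 µM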
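Material: human phosphomannose isomerase with PGI, G6PDH, diaphorase coupling enzymes / Reagent: Man-6-P substrate 1.0 mM / Dosing: single compound dose of 20 µM, 1% DMSO final / Incubation: enzyme reaction with compound 20 min at room temperature / Signal: resorufin fluorescence (Ex 544/Em 590 nm) from resazurin via diaphorase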
PPARg SRC3 recr: PPARgamma agonists recruiting SRC-3 coactivator, primary screen, biochemical | Peroxisome proliferator-activated receptor gamma (Homo sapiens), P37231 | biochemical PPARgamma/SRC-3 coactivator recruitment assay | activation, % at 8 µM | 200,000 compounds, 0.26% hits | AID 731, 2007; in the data active means activation above about 23%;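 further: 0% = DMSO and 100% = reference agonist; some compounds past the cut are filed as inactive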
ROMK primary: ROMK potassium channel modulators, primary screen, cell-based, thallium flux, MLSMR library. Tet-inducible ROMK, thallium flux fluorescence; actives lie on both sides. B-score at 10 µM. 130,000 compounds, 2% hits;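 active means signal ratio slope over the read window, or its plate-corrected B-score, at least 3 SD from the plate mean, either direction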;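 further: B-score of the F/F0 ratio slope over 7 to 12 s after thallium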
Diaph act CS: compounds boosting diaphorase resazurin reduction – biochemical, uHTS, resorufin fluorescence, counter-screen for diaphorase-coupled primary assays, primary screen; Diaphorase/resazurin coupled assay, 16 min; stronger effect = higher value; 1 = vehicle wells, 0 = NADH-free wells; activation factor at 20 µM; 190,000 compounds, 0.005% hits; AID 1229, 2008;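 active means diaphorase activity raised at least twofold by the compound at 20 µM; inactive means activation factor below 2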
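Material: purified diaphorase enzyme from Clostridium kluyveri / Medium: HEPES pH 7.4 buffer with MgCl2 and Tween 20 / Schedule: enzyme reaction of 16 min at room temperature / Measured by: resorufin fluorescence, excitation 544 nm, emission 590 nm / Evaluation: rise in resorufin formation, marking diaphorase activation or chemical reduction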
* hit, by the source's call.

For COc1ccc(N(CC(=O)N/N=C(\C)c2cccs2)S(=O)(=O)c2ccccc2)cc1Cl the results were PPARg SRC-1 ag 7, TR-FRET SRC-2 ct 1630, G6PDH CS 9, S1P3 antag -19, Diaphorase inh -6, PPARg SRC2 recr 5, PMI activator 1, PMI act satM6P 1, PPARg SRC3 recr -3, ROMK primary 0.3 and Diaph act CS 1.1.
CCCCCCCCOC(=O)CCn1[nH]c(=O)c2ccccc2c1=O was read as PPARg SRC-1 ag 5, TR-FRET SRC-2 ct 1609, G6PDH CS 2, Diaphorase inh 10, PPARg SRC2 recr 3, PMI activator 0.9, PMI act satM6P 0.9, PPARg SRC3 recr 1 and Diaph act CS 0.9.
`CSc1ccccc1NC(=O)COC(=O)c1ccccc1O` gave PPARg SRC-1 ag 5, TR-FRET SRC-2 ct 1791, G6PDH CS 2, S1P3 antag -5, Diaphorase inh 3, PPARg SRC2 recr 0, PMI activator 1, PMI act satM6P 1, PPARg SRC3 recr 2, ROMK primary 0.15 and Diaph act CS 1.
For CC(C)C1N=C2c3ccccc3N=C(SCc3cc(=O)n4ccccc4n3)N2C1=O (centres undefined) the results were PPARg SRC-1 ag -5, TR-FRET SRC-2 ct 1556, S1P3 antag -39, PPARg SRC2 recr 9 and PPARg SRC3 recr -11.
`CCOc1ccccc1NC(=O)CN(C)S(=O)(=O)c1cccc2nsnc12` gave PPARg SRC-1 ag 1, TR-FRET SRC-2 ct 1459, G6PDH CS 14, S1P3 antag 14, Diaphorase inh 15, PPARg SRC2 recr -6, PMI activator 0.9, PMI act satM6P 0.9, PPARg SRC3 recr 0 and Diaph act CS 0.8.
Screening CCOc1cc(C2C(C(=O)N3CCCCC3)=C(C)NC3=C2C(=O)CCC3)cc(Br)c1O (centres undefined) returned PPARg SRC-1 ag -2, TR-FRET SRC-2 ct 1673, G6PDH CS 23, S1P3 antag -5, Diaphorase inh 12, PPARg SRC2 recr 5, PMI activator 0.9, PMI act satM6P 1, PPARg SRC3 recr -7 and Diaph act CS 0.9.
Screening COc1ccc(CNC(=O)c2c(-c3cc(Cl)c(OC)c(Cl)c3)noc2C)cc1 returned PPARg SRC-1 ag 5, TR-FRET SRC-2 ct 1557, G6PDH CS 9, Diaphorase inh 14, PPARg SRC2 recr 6, PMI activator 0.9, PMI act satM6P 1, PPARg SRC3 recr 1 and Diaph act CS 0.9.
Screening Cc1c(-c2nnc(-c3ccc(C(F)(F)F)cc3)o2)cnn1-c1ccccc1 returned PPARg SRC-1 ag 1, TR-FRET SRC-2 ct 1524, G6PDH CS 1, Diaphorase inh 5, PPARg SRC2 recr -2, PMI activator 1, PMI act satM6P 1.1, PPARg SRC3 recr -3, ROMK primary -0.46 and Diaph act CS 0.9.
`N#CCCN(C(=O)c1ccco1)c1ccccc1` gave PPARg SRC-1 ag -1, TR-FRET SRC-2 ct 1661, G6PDH CS 8, Diaphorase inh 8, PPARg SRC2 recr 7, PMI activator 1.1, PMI act satM6P 1, PPARg SRC3 recr 4 and Diaph act CS 0.9.
`O=C(N/N=C/c1ccc2ccccc2c1)c1ccc(COc2ccc3c(c2)CCC3)o1` gave PPARg SRC-1 ag 2, TR-FRET SRC-2 ct 1509, G6PDH CS 4, Diaphorase inh 0, PPARg SRC2 recr 8, PMI activator 1, PMI act satM6P 1, PPARg SRC3 recr 2 and Diaph act CS 1.
Cc1cn(-c2ccc(Br)cc2)[nH]c1=O was read as PPARg SRC-1 ag -1, TR-FRET SRC-2 ct 1595, G6PDH CS 0, S1P3 antag -10, Diaphorase inh 14, PPARg SRC2 recr 8, PMI activator 0.8, PMI act satM6P 0.8, PPARg SRC3 recr 7, ROMK primary -0.44 and Diaph act CS 0.9.
COc1ccc(C2CC(c3ccc(C)cc3)Nc3nc(N)nn32)cc1 (centres undefined) was read as PPARg SRC-1 ag 2, TR-FRET SRC-2 ct 1434, G6PDH CS 8, Diaphorase inh 7, PPARg SRC2 recr 9, PMI activator 1, PMI act satM6P 1, PPARg SRC3 recr 7, ROMK primary 0.58 and Diaph act CS 0.9.
`Cc1ccc(-c2nn(-c3ccccc3)cc2C=O)o1` gave PPARg SRC-1 ag -3, TR-FRET SRC-2 ct 1386, G6PDH CS 5, S1P3 antag -15, Diaphorase inh 4, PPARg SRC2 recr 0, PMI activator 1.2, PMI act satM6P 1.1, PPARg SRC3 recr 1, ROMK primary 0.57 and Diaph act CS 1.
Screening Cc1ccc(COc2ccsc2C(=O)NN)cc1 returned PPARg SRC-1 ag 0, TR-FRET SRC-2 ct 1492, G6PDH CS 11, S1P3 antag -23, Diaphorase inh 0, PPARg SRC2 recr -12, PMI activator 1.1, PMI act satM6P 1, PPARg SRC3 recr 1, ROMK primary -0.36 and Diaph act CS 1.
For COc1cc(OC)c(OC)cc1/C=N/NC(=O)C[n+]1ccccc1 the results were PPARg SRC-1 ag -2, TR-FRET SRC-2 ct 1562, G6PDH CS 8, S1P3 antag 6, Diaphorase inh 7, PPARg SRC2 recr 5, PMI activator 0.9, PMI act satM6P 0.9, PPARg SRC3 recr 2 and Diaph act CS 0.9.
`COc1ccc(-c2nc(N)n[nH]2)cc1` gave PPARg SRC-1 ag 2, TR-FRET SRC-2 ct 1465, G6PDH CS 1, Diaphorase inh 4, PPARg SRC2 recr -3, PMI activator 0.9, PMI act satM6P 1, PPARg SRC3 recr -3 and Diaph act CS 1.
Screening Fc1ccc(C(c2nnnn2Cc2cccs2)N2CCN(C3CCCCC3)CC2)cc1 (centres undefined) returned PPARg SRC-1 ag -1, TR-FRET SRC-2 ct 1545, G6PDH CS -2, S1P3 antag -8, Diaphorase inh 3, PPARg SRC2 recr -5, PMI activator 1, PMI act satM6P 1, PPARg SRC3 recr 1, ROMK primary -5.7* and Diaph act CS 1.
For O=C1Nc2ccc(S(=O)(=O)NCC3CCCO3)c3cccc1c23 (centres undefined) the results were PPARg SRC-1 ag 6, TR-FRET SRC-2 ct 1901, G6PDH CS 16, S1P3 antag -4, Diaphorase inh 22, PPARg SRC2 recr 9, PMI activator 0.8, PMI act satM6P 0.5, PPARg SRC3 recr 9, ROMK primary -1.8 and Diaph act CS 0.8.
Screening CC(C)C(=O)Nc1ccc(S(=O)(=O)Nc2ccccn2)cc1 returned PPARg SRC-1 ag -9, TR-FRET SRC-2 ct 1483, G6PDH CS 7, S1P3 antag -14, Diaphorase inh 1, PPARg SRC2 recr -4, PMI activator 1, PMI act satM6P 1, PPARg SRC3 recr -2, ROMK primary 0.62 and Diaph act CS 1.
Cc1ccsc1C(C(=O)NC1CCCCC1)N(C(=O)Cc1cccs1)C1CC1 (centres undefined) was read as PPARg SRC-1 ag 7, TR-FRET SRC-2 ct 1771, G6PDH CS -12, S1P3 antag 29, Diaphorase inh 8, PPARg SRC2 recr -1, PMI activator 1, PMI act satM6P 1, PPARg SRC3 recr -6 and Diaph act CS 0.9.

Molecules listed so far with a Cl atom, in the order listed:
For COc1ccc(N(CC(=O)N/N=C(\C)c2cccs2)S(=O)(=O)c2ccccc2)cc1Cl the results were PPARg SRC-1 ag 7, TR-FRET SRC-2 ct 1630, G6PDH CS 9, S1P3 antag -19, Diaphorase inh -6, PPARg SRC2 recr 5, PMI activator 1, PMI act satM6P 1, PPARg SRC3 recr -3, ROMK primary 0.3 and Diaph act CS 1.1.
Screening COc1ccc(CNC(=O)c2c(-c3cc(Cl)c(OC)c(Cl)c3)noc2C)cc1 returned PPARg SRC-1 ag 5, TR-FRET SRC-2 ct 1557, G6PDH CS 9, Diaphorase inh 14, PPARg SRC2 recr 6, PMI activator 0.9, PMI act satM6P 1, PPARg SRC3 recr 1 and Diaph act CS 0.9.

(listing goes on)
Screening Cc1ccc(NC(=O)CN(C)S(=O)(=O)c2ccc(Br)s2)cc1F returned PPARg SRC-1 ag 6, TR-FRET SRC-2 ct 1674, G6PDH CS 2, S1P3 antag -4, Diaphorase inh 10, PPARg SRC2 recr -1, PMI activator 0.9, PMI act satM6P 0.9, PPARg SRC3 recr 4, ROMK primary -1.3 and Diaph act CS 0.9.
For CCOC(=O)Nc1ccc2c(COC(=O)CNS(=O)(=O)c3ccc(NC(C)=O)cc3)cc(=O)oc2c1 the results were PPARg SRC-1 ag -6, TR-FRET SRC-2 ct 1532, G6PDH CS 2, S1P3 antag -11, Diaphorase inh 16, PPARg SRC2 recr 1, PMI activator 1, PMI act satM6P 1, PPARg SRC3 recr 2, ROMK primary -0.0099 and Diaph act CS 0.8.
For Cc1cc(Br)ccc1SCC(=O)OCC(=O)NCc1ccc2c(c1)OCO2 the results were PPARg SRC-1 ag 3, TR-FRET SRC-2 ct 1539, G6PDH CS -11, S1P3 antag 1, Diaphorase inh 22, PPARg SRC2 recr 2, PMI activator 0.9, PMI act satM6P 1, PPARg SRC3 recr 5 and Diaph act CS 0.8.
Screening COC(=O)c1ccc2c(=O)n(Cc3ccco3)c(SCC(=O)Nc3ccccc3Cl)nc2c1 returned PPARg SRC-1 ag 14, TR-FRET SRC-2 ct 1791, G6PDH CS 0, S1P3 antag -1, Diaphorase inh 15, PPARg SRC2 recr 3, PMI activator 0.9, PMI act satM6P 0.9, PPARg SRC3 recr 7, ROMK primary -0.25 and Diaph act CS 0.9.
For O=C(COc1ccc(/C=N/NC(=O)C(=O)N2CCCCC2)cc1)Nc1ccccc1Cl the results were PPARg SRC-1 ag -2, TR-FRET SRC-2 ct 1635, G6PDH CS 5, S1P3 antag -8, Diaphorase inh 11, PPARg SRC2 recr -5, PMI activator 1, PMI act satM6P 1, PPARg SRC3 recr 4, ROMK primary -0.94 and Diaph act CS 0.9.
